# C2C12 statin: protects C2C12 myotubes from simvastatin toxicity; ATP luminescence, 48 h; scaled: DMSO 0, geranylgeraniol control 100; rescue of ATP level, % at 7.49 µM; actives 0.78% (n = 330,000);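 active = mean ATP rescue above about 67%, or every replicate alone reaching that limit, limit read from the data, passing the limit was not always enough; inconclusive = no clear call, values can overlap the other calls; inactive = mean under the limit and some replicate under it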;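 note: myotubes were challenged with 10 µM simvastatin during compound exposure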
# ARNT-TACC3 inh: disrupts binding between human ARNT and TACC3. actives 0.66% (n = 390,000). inhibition, % at 9.99 µM. AlphaScreen His-ARNT PAS-B/GST-TACC3 binding, luminescence; TACC3 fragment carries E629A point mutation;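 active = mean inhibition of replicates at least 50% and at least half of replicates each reaching 50%; inconclusive = half or more replicates reach 50% but mean below 50%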;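 note: 0% = complete ARNT plus TACC3 wells and 100% = ARNT alone without TACC3; many hits fall short of the cut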
# Cneo AK release: Cryptococcus neoformans lysis via adenylate kinase release; actives 0.2% (n = 360,000); C. neoformans lysis, adenylate kinase release luminescence, 4 h; normalised: neutral wells 0, clomiphene wells 100; lysis activity, % at 15 µM;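 active = mean lysis activity across replicates of at least 80%, whatever share of replicates individually reach that level; inactive = mean lysis activity below 80%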
#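 Assay system: Cryptococcus neoformans yeast cells / Dosing: single-point compound dose / Timing: 4 h at 37 °C static, read 1 h later / Measured by: luminescence of released adenylate kinase using an AK detection reagent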
# miR122 inh: inhibitors of miR-122 in Huh7 cells. Huh7 miR-122 Renilla luciferase sensor, 48 h; neutral wells = 0, positive control = 100. activation (reporter increase), % at 12.5 µM. actives 0.3% (n = 340,000);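 active = mean replicate activation score at least 90 and every replicate individually at or above 90; inconclusive = only one of the two criteria met; inactive = neither criterion met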;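 note: higher luciferase means less miR-122 activity so hits act as miR-122 inhibitors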
# ERp5 block: ERp5 (human) disulfide isomerase inhibition; actives 0.05% (n = 350,000); Q15084; inhibition, % at 9.99 µM; ERp5 insulin aggregation, absorbance 650 nm, 90 min;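 active = mean replicate inhibition above about 25%, with every replicate also reaching it, limit read from the data, passing the limit was not always enough; inconclusive = only one of those two criteria met; inactive = neither criterion met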
# Target sequence (Q15084 whole entry, looked up): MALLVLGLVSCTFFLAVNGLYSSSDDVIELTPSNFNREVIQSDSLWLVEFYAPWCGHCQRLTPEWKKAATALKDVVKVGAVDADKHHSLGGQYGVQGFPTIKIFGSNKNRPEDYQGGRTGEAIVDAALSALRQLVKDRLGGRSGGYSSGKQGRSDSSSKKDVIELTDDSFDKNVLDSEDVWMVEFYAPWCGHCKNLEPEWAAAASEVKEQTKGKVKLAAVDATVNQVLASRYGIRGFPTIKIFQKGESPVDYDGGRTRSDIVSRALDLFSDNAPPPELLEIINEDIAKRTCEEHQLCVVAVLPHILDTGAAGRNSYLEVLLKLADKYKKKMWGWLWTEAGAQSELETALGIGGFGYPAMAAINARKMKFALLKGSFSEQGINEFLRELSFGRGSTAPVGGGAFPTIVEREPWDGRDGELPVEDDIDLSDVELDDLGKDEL
# SIRT5 inh: inhibitors of human sirtuin-5 desuccinylase | Q9NXA8 | Purified SirT5, succinyl-peptide AMC, trypsin-coupled fluorescence | inhibition, % at 15 µM | actives 1.1% (n = 330,000); in the data active = inhibition above about 15%; inconclusive = no clear call, values can overlap the other calls
# Target sequence (Q9NXA8 whole entry, looked up): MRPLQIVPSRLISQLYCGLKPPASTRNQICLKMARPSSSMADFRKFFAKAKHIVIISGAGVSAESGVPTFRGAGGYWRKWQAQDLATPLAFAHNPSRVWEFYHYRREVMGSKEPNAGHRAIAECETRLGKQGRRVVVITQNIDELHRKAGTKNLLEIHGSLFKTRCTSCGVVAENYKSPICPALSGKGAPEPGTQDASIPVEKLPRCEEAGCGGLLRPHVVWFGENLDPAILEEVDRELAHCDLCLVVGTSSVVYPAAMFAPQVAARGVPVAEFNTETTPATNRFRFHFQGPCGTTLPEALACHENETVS
# esBAF inh: blocks esBAF chromatin remodeling in mouse ES cells; Bmi1-luciferase knock-in reporter, 24 h; 100% = twice the neutral-well signal; reporter increase, % at 12.5 µM; actives 2% (n = 350,000); AID 602393; in the data active = activation above about 40%; inconclusive = no clear call, values can overlap the other calls;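 note: 0% = median of the plate's neutral control wells and 100% = double that signal; a rise in the Bmi1 reporter signal indicates esBAF inhibition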
# An asterisk follows results filed as active; ? = inconclusive; / = not tested or not shown; [ ] = remark or other dose.
SMILES,C2C12 statin,ARNT-TACC3 inh,Cneo AK release,miR122 inh,ERp5 block,SIRT5 inh,esBAF inh
CN(C)C(=O)c1ccc(-c2ccc3c(c2)[C@H]2[C@H](CCN2C(=O)C2CCC2)[C@@H](CO)N3C)cc1,15,-8,18,-15[16.7 µM],0,4,-7
O=S(=O)(Cc1ccccc1)N1CCCCN2[C@H](C1)[C@H](c1ccc(-c3ccncc3)cc1)[C@@H]2CO,/,0,-1,2[16.7 µM],-9,1,/
O=C(NCCCN1CCCC1=O)C1CCN(S(=O)(=O)c2ccc(Cl)cc2)CC1,15,4,3,-11,-1,2,0
C[C@H](CO)N1C[C@H](C)[C@H](CN(C)Cc2ccncc2)Oc2ccc(NC(=O)NC3CCCCC3)cc2C1=O,0,-1,4,15[16.7 µM],9,-3,-2
CCCC(=O)Nc1ccc2c(c1)C(=O)N(C)[C@@H]1CC[C@@H](CC(=O)NCC3CC3)O[C@H]1CO2,-12,-3,0,-26[16.7 µM],-2,/,-4
COc1cccc(NC(=S)Nc2cccnc2)c1,/,-4,0,-1,/,/,/
Cc1[nH]c(C)c(S(=O)(=O)N2CCN(c3ccccc3)CC2)c1C(=O)N1CCCC1,19,-3,1,/,2,-1,-5
CO[C@@H]1CN(C)C(=O)c2ccc(NS(=O)(=O)CC(F)(F)F)cc2OC[C@H](C)NC[C@@H]1C,3,/,-1,/,-1,-8,-3
CCc1nc2sc3c(c2c(=O)n1NC(=O)CCl)CCCC3,3,0,0,?,/,/,-18
CCCCOC(=O)Nc1nnc(CCOCC)s1,/,-6,7,2,/,/,/
COc1ccc(CN(C)C[C@H]2OCCCC[C@H](C)Oc3ccc(NS(C)(=O)=O)cc3C(=O)N([C@H](C)CO)C[C@H]2C)cc1,-4,/,/,4[16.7 µM],/,/,-9
O=C(CS(=O)(=O)Cc1ccccc1)Nc1nc2c(s1)CCCC2,-5,/,0,-4,/,/,-4
CCC(=O)Nc1ccc(C(=O)Nc2cccnc2)cc1,-16,-12,0,-3,0,-2,17
CCC(C)(C)C1CCc2[nH]nc(C(=O)N/N=C(\C)c3ccco3)c2C1 (stereo unspecified),/,-18,2,-2,0,0,/
CC(C)c1ccc2[nH]c(O)c(N=NC(=O)c3cccc(S(=O)(=O)N4CCCCC4)c3)c2c1,/,-9,0,-5,/,/,/
CCCOC(=O)c1ccc(NC(=O)c2cc(Cl)ccc2OC)cc1,-8,4,-1,12,4,-11,-5
CCOc1cc2[nH]c(=S)n(Cc3ccc(C(=O)O)cc3)c(=O)c2cc1OCC,0,5,0,/,0,5,-6
O=C(O)CCC(=O)Nc1ccc(Cc2ccc(NC(=O)CCC(=O)O)cc2)cc1,-16,1,-1,-3,/,/,4
CCOC(=O)C(C)Oc1cccc2c(=O)n(CC(=O)NCc3ccccc3)ccc12 (stereo unspecified),-2,-3,1,49,-10,-8,-11
CC1CC(=O)c2c(cc3c(-c4c(O)cc(O)c5c(O)c6c(cc45)OC(C)CC6=O)c(O)cc(O)c3c2O)O1 (stereo unspecified),-236,96*,-9,-6,/,/,-88
COc1ccc(NC(=O)CN(c2ccccc2)S(=O)(=O)N(C)C)cc1OC,0,-14,0,-3,/,/,0
Cc1ccc([C@H]2C[C@@H](n3cc(-c4ccc(F)cc4)nn3)[C@H](O)CN2Cc2cccs2)cc1,15,/,-1,0,5,3,-3
CCOC(=O)c1nnc(-c2ccccc2)nc1Oc1ccc(Cl)cc1,/,-2,2,-3,/,/,/
Cc1cccc2c(C(=O)Nc3ccc(Br)cc3)cc(-c3ccccn3)nc12,/,-1,/,/,-5,-1,/
O=C(CN1C(=O)C2C3C=CC(C3)C2C1=O)Nc1ccc2c(c1)OCCO2 (stereo unspecified),2,/,-1,1,/,/,41*
CCOc1ccccc1NC(=O)CCNC(=O)C1CCN(S(=O)(=O)c2ccccc2)CC1,-12,/,1,-5,-4,-1,-1
CCOC(=O)Cc1csc(SCC(=O)N(CC(C)C)c2c(N)n(Cc3ccccc3)c(=O)[nH]c2=O)n1,1,-2,-1,-3,-2,2,-1
Cc1cc(SCc2ccccc2C)nc(=O)[nH]1,7,4,0,2,-9,-1,8
O=C(NCc1ccccn1)c1ccc(NS(=O)(=O)c2cccc([N+](=O)[O-])c2)cc1,13,5,1,2,-1,1,3
O=C(CSc1ncnc2c(-c3ccc(Cl)cc3)nsc12)c1ccccc1,-18,6,1,9,-5,-2,5
[N-]=[N+]=N[C@@H](CCN1CC[C@H](O)CCC1=O)c1ccccc1,-5,0,-10,-15,2,2,-2
CC(C)C#Cc1cnc2c(c1)C(=O)N([C@@H](C)CO)C[C@H](C)[C@H](CN(C)C(=O)Nc1ccc(F)cc1)O2,2,7,-9,-7[16.7 µM],-17,2,-4
CCCOc1ccc(C(=O)NCC2OCCc3ccccc32)cc1OC (stereo unspecified),/,-6,/,/,2,-6,/
O=C(C1=C[C@H](c2ccc(C(F)(F)F)cc2)C[C@H](OCCCCO)O1)N1CCOCC1,-1,0,0,-5,-1,-2,-1
COCC(=O)Nc1ccc2c(c1)OC[C@H](C)N(Cc1ccccc1)C[C@H](C)[C@@H](OC)CN(C)C2=O,-15,-1,1,-10[16.7 µM],-3,4,0
CCCNC(=O)Nc1ccc2c(c1)C(=O)N(C)[C@H]1CC[C@@H](CC(=O)NC)O[C@H]1CO2,18,-1,0,-10[16.7 µM],/,/,-3
O=C(NCCS(=O)(=O)NC1CCCCC1)c1ccccc1,5,-17,9,2,4,-4,-2
C[C@H](CO)N1C[C@H](C)[C@@H](CN(C)Cc2ccc3c(c2)OCO3)OCCCC[C@H](C)Oc2ccc(NS(=O)(=O)c3cccs3)cc2C1=O,/,3,-3,-2[16.7 µM],/,/,2
COc1ccc(Nc2nc(-c3c(C)nc4ncccn34)cs2)cc1,/,46*,/,/,-2,2,/
O=[N+]([O-])c1cc([N+](=O)[O-])c(Oc2cc(F)cc(F)c2)cc1NN1CCCCC1,-6,-1,4,7,2,/,-1

# Taken from the entries so far for reference:
SMILES,C2C12 statin,ARNT-TACC3 inh,Cneo AK release,miR122 inh,ERp5 block,SIRT5 inh,esBAF inh
O=C(NCc1ccccn1)c1ccc(NS(=O)(=O)c2cccc([N+](=O)[O-])c2)cc1,13,5,1,2,-1,1,3
O=C(CSc1ncnc2c(-c3ccc(Cl)cc3)nsc12)c1ccccc1,-18,6,1,9,-5,-2,5
[N-]=[N+]=N[C@@H](CCN1CC[C@H](O)CCC1=O)c1ccccc1,-5,0,-10,-15,2,2,-2
CC(C)C#Cc1cnc2c(c1)C(=O)N([C@@H](C)CO)C[C@H](C)[C@H](CN(C)C(=O)Nc1ccc(F)cc1)O2,2,7,-9,-7[16.7 µM],-17,2,-4

# Next part:
SMILES,C2C12 statin,ARNT-TACC3 inh,Cneo AK release,miR122 inh,ERp5 block,SIRT5 inh,esBAF inh
CCN=c1scc(-c2ccco2)n1/N=C/c1ccc(O)cc1,-5,2,-2,11,/,/,33
Cc1cc(Br)ccc1NC(=O)CN(C)Cc1cccs1,0,-4,-2,-4,1,0,9
O=C(C[C@@H]1C/C=C\C[C@H](Cc2ccc(F)cc2)C(=O)OC[C@@H](Cc2c[nH]c3ccccc23)NC1=O)NCCO,6,24,6,4,1,/,9
COc1cc(NC(=O)CSc2nc3ccccc3cc2Cc2ccccc2)cc(OC)c1,18,-11,-1,-2,/,/,-11
O=c1c2c(nc3nc(NCc4cccc5ccccc45)[nH]n13)CCC2,-8,-6,-2,-2,0,/,-2
Cc1ccccc1Oc1cccc(C(=O)/C(C#N)=C/N(C)C)c1,-2,18,-3,8,/,/,4
Cc1ccc(NC(=O)CN(C)C(=O)Cc2coc3cc(C)c(C)cc23)cc1,-5,36,-2,-1,-12,-8,-4
COc1ccc(OC)c(NS(=O)(=O)c2ccc3c(c2)n(C)c(=O)n3C)c1,4,5,-2,26,/,/,-2
CCN1C(=O)c2cccc3c(S(=O)(=O)Nc4ncccc4C)ccc1c23,-5,3,-8,96*,/,/,-4
CCc1ccccc1NC(=O)CCCN1C(=O)c2cccnc2C1=O,6,-17,-6,-4,3,-1,-5
COc1ccc(C(=O)Nc2ccccc2N2CCOCC2)cc1[N+](=O)[O-],/,-4,-1,-5,/,/,/
O=C(Nc1ccc(OC(F)(F)F)cc1)C1CC(=O)N(Cc2ccco2)C1 (stereo unspecified),3,-5,1,-3,2,-2,25
O=C(c1ccc(F)cc1)C1CCN(C(=O)Nc2ccc(F)cc2F)CC1,-8,-1,-1,-2,1,5,5
Cc1ccccc1-n1c(=O)c2c(n3cnnc13)-c1ccccc1CC21CCCCC1,/,1,-2,-2,/,/,3
C[C@@H]1CN([C@@H](C)CO)C(=O)c2cccc(NS(=O)(=O)c3ccc(F)cc3)c2O[C@@H]1CN(C)Cc1ccc(C(F)(F)F)cc1,5,-7,12,-1[16.7 µM],4,3,3
N#Cc1c(-c2ccccc2)cc(-c2ccc(O)cc2)nc1N,9,-2,2,/,-6,-3,3
COCC(=O)N1C[C@@H](C)[C@@H](OC)CN(C)C(=O)c2cc(NC(=O)c3cnccn3)ccc2OC[C@@H]1C,-19,-4,2,/,-1,-5,-5
Cc1cc(N(CN2CCCC2=O)C(=O)c2ccc(F)cc2)no1,-8,-32,13,-1,/,/,-6
Cc1cc(C)n(-c2nc(NC(C)C)nc(NC(C)C)n2)n1,15,10,/,1,-5,0,-3
C[C@H](CO)N1C[C@H](C)[C@H](CN(C)CC2CC2)Oc2cc(-c3ccc(C#N)cc3)ccc2S1(=O)=O,-27,5,-4,-2[16.7 µM],?,1,-1
CCCN(CCC)C(=O)Cn1ccc(=N)c2ccccc21,36,-2,-14,1,/,/,4
COc1ccccc1OCCSc1nc2ccccc2n1CCC(=O)O,4,-11,-2,2,2,4,0
Cn1cnc(CCNC(=O)C[C@H]2CC[C@H]3[C@@H](COC[C@@H](O)CN3C(=O)Nc3ccc(Cl)cc3)O2)c1,-18,5,-5,1[16.7 µM],3,0,29
O=C(/C=C/Nc1ccc(S(=O)(=O)Nc2ncccn2)cc1)c1ccc2ccccc2c1,/,-2,0,-2,-3,-3,/
CCn1cc(C(=O)NC2CCCCC2)c(=O)c2cc(S(=O)(=O)N(C)C)ccc21,-3,/,0,-9,5,-4,-2
COc1ccc(/C=N/NC(=O)c2ccncc2)cc1CN1CCN(c2ccc(F)cc2)CC1,-2,6,0,0,0,5,-2
CCc1cc(CN2CCOCC2)c(NC(=O)c2ccccc2)s1,8,3,/,11,0,1,8
Cc1ccccc1OCC(=O)NCC(=O)OCc1ccc(Br)cc1,-3,-4,1,-2,7,5,-2
CC1CCN(S(=O)(=O)c2ccc(NC(=O)c3ccco3)cc2)CC1,-7,4,/,17,6,11,6
CCN(CC(=O)Nc1c(F)cccc1F)C(=O)c1ccc(-c2ccccc2)cc1,/,1,/,/,5,-1,/
COc1ccccc1-c1cnc2c(c1)C(=O)N([C@H](C)CO)C[C@@H](C)[C@H](CN(C)Cc1cccnc1)O2,-2,6,-2,13[16.7 µM],2,-1,-1
COCC(=O)Nc1ccc2c(c1)[C@H]1C[C@@H](CC(=O)N[C@H](C)c3ccccc3)O[C@H](CO)[C@H]1O2,-1,2,16,-5[16.7 µM],-1,2,-1
O=C(Nc1cccc(N2CCCC2)c1)c1cccs1,3,-4,-1,0,/,/,5
COc1ccc(CCNC(=O)CCC(=O)NC2CCCC(C)C2C)cc1OC (stereo unspecified),1,-2,3,6,-2,-1,-10
CCn1c(=NC(=O)C2COc3ccccc3O2)sc2c(OC)ccc(OC)c21 (stereo unspecified),-14,-13,0,-3,0,-7,18
O=c1[nH]c2ccccc2n2c(C(F)(F)F)nnc12,2,-2,-1,-6,1,-2,14
C[C@H]1CN([C@@H](C)CO)C(=O)c2cc(NC(=O)Nc3ccc(F)cc3)ccc2O[C@@H]1CN(C)C(=O)Nc1ccc(F)cc1,5,-10,-2,-1[16.7 µM],-2,-1,0
